Xi reactivation = X-chromosome reactivation activator; XiGFP mouse fibroblasts, % GFP-positive cells imaging, 3 d; cells co-treated with 5-aza-dC sensitizer; scaled so ellipticine positive control = 100%; 360,000 tested, 0.055% active; activation, % at 7.58 µM; AID 743238;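 active = mean normalized replicate activation at least 10% and every replicate at or above 10%; inconclusive = only one of the two criteria met; inactive = mean below 10% and not all replicates reach 10%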;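 note: 0% = median of on-plate neutral control wells and 100% = ellipticine 6 µM median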
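Material: XiGFP fibroblasts, SV40-immortalized. Buffer or medium: DMEM plus 5-aza-dC sensitizer. Compound: single concentration per compound, delivered by pin transfer. Times: 3 days compound exposure. Controls: ellipticine 6 µM.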
ERAP1 HTS inh = ERAP1 (human) enzyme inhibition; 340,000 tested, 0.15% active; recombinant ERAP1, Leu-AMC fluorescence, 60 min; Q9NZ08; inhibition, % at 10.7 µM;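 active = mean replicate inhibition of at least 30%, or all replicates individually reaching that 30% level; inactive = mean below 30% and not every replicate reaching it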;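 note: 0% = neutral control wells and 100% = L-leucinethiol positive control wells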
Statin myotox sup = protects C2C12 myotubes from simvastatin toxicity; AID 602340; 330,000 tested, 0.78% active; rescue of ATP level, % at 7.49 µM; ATP luminescence, 48 h; scaled: DMSO 0, geranylgeraniol control 100;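 active = mean ATP rescue above about 67%, or every replicate alone reaching that limit, limit read from the data, passing the limit was not always enough; inconclusive = no clear call, values can overlap the other calls; inactive = mean under the limit and some replicate under it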;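 note: myotubes were challenged with 10 µM simvastatin during compound exposure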
LGR2 inh = Drosophila LGR2 receptor signaling inhibition. HEK293 LGR2, CRE-luciferase, bursicon-stimulated, 4 h. inhibition, % at 9.99 µM. 380,000 tested, 0.35% active. AID 720647;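 active = drop in luminescence signal, shown as inhibition above about 50% in the replicate tests, limit read from the data, passing the limit was not always enough; inconclusive = probably only some replicates passing the limit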;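 note: agonist challenge used bursicon conditioned medium at about half maximal strength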
Cneo AK release = Cryptococcus neoformans lysis via adenylate kinase release. C. neoformans lysis, adenylate kinase release luminescence, 4 h; normalised: neutral wells 0, clomiphene wells 100. lysis activity, % at 15 µM. 360,000 tested, 0.2% active;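 active = mean lysis activity across replicates of at least 80%, whatever share of replicates individually reach that level; inactive = mean lysis activity below 80%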
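Material – log-phase Cryptococcus neoformans yeast cells · Input – 5 × 10^6 yeast cells/mL · Medium – fresh YPD growth medium · Doses – single compound concentration per well · Timing – static 4 h at 37 °C with compound, 1 h detection · Detection – adenylate kinase release luminescence · Read-out – signal increase indicating cell lysis · Control set – Clomiphene as positive lysis control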
PGC1a acetyl inh = PGC1a acetylation modulation, inhibitor mode | U2OS PGC1a acetylation, AlphaScreen anti-acetyl-lysine; with virally co-expressed GCN5 acetyltransferase | inhibition, % at 15.6 µM | 350,000 tested, 0.17% active;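 active = every replicate shows inhibition of at least 40%; inconclusive = mean inhibition at least 40% but some replicate below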;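 note: 0% = neutral control wells and 100% = positive control wells; some results beyond the cut were filed as inactive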
SIRT5 block = blocks human SIRT5 desuccinylation of peptide | Purified SirT5, succinyl-peptide AMC, trypsin-coupled fluorescence | AID 652115 | 330,000 tested, 1.1% active | Q9NXA8 | inhibition, % at 15 µM; in the data active = inhibition above about 15%; inconclusive = no clear call, values can overlap the other calls
Target sequence (Q9NXA8 whole entry, looked up): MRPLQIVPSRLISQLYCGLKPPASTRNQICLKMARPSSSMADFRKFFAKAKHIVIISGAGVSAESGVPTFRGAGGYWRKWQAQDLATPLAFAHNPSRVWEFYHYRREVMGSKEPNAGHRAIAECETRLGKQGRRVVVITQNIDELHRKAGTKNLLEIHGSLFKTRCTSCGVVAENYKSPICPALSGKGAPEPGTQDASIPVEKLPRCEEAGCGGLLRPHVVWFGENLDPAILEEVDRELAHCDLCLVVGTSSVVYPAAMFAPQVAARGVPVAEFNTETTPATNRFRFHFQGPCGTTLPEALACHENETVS
S100A4 inh HTS = inhibitors of human S100A4 binding to myosin IIA peptide. P26447. S100A4/TAMRA-MyoIIA peptide fluorescence polarization. 360,000 tested, 0.14% active. inhibition, % at 10.7 µM. AID 652163;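 active = mean inhibition of at least 70% across replicates, with every replicate also reaching that level; inconclusive = mean inhibition reaches 70% but some replicates fall short; inactive = mean inhibition below 70%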
Target sequence (P26447 whole entry, looked up): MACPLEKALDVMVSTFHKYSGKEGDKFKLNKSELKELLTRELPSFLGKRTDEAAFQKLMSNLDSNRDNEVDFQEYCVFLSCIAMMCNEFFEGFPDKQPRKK
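Assay system: human S100A4 monomer with TAMRA-labelled myosin IIA peptide / Buffer or medium: Calcium-containing HEPES buffer, pH 7.2 / Reagent: TAMRA-labelled myosin IIA heavy-chain peptide probe, 5 nM / Compound: one dose per compound / Timing: polarization read 5 min after assay mix addition, stable 5–60 min / Benchmarks: neutral control DMSO, positive control TFP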
* hit, by the source's call; u = inconclusive; x = no result given. An excerpt; count on the stated rates, not on these rows.

entry	SMILES	Xi reactivation	ERAP1 HTS inh	Statin myotox sup	LGR2 inh
1	O=C(N/N=C/c1c[nH]c2ccccc12)C1CC1c1ccccc1 (centres undefined)	0.0	1	x	2
2	Nc1ccc(C2(c3ccc(N)cc3)C(=O)Nc3ccccc32)cc1	x	-1	0	10
3	CCC(C)(C)n1nnnc1C(c1ccccc1OC)N1CCN(C(=O)c2ccco2)CC1 (centres undefined)	0.4	-4	7	26
4	O=C(NNCc1ccc(O)cc1)c1ccccc1Cl	0.0	3	-13	-13
5	Cc1c(C)n(Cc2ccc(F)cc2)c2ccc(C(=O)N3CCN(c4ccccn4)CC3)cc12	0.0	4	29	6
6	COc1ccccc1NC(=O)N1C[C@H]2[C@@H](c3ccccc31)[C@H](CO)N2C(=O)c1ccccc1	0.1	2	-11	-13
7	Cc1ccc(S(=O)(=O)N2CCCCC2)cc1NC(=O)CSc1ccc2c(c1)OCCO2	0.6	x	x	-24
8	O=C(C[C@H]1CC[C@H]2[C@@H](COC[C@@H](O)CN2C(=O)Nc2ccc(F)cc2)O1)NC1CCC1	0.3	x	7	-9
9	C[C@H]1CN([C@@H](C)CO)S(=O)(=O)c2ccc(-c3ccccc3F)cc2O[C@@H]1CN(C)Cc1cccnc1	-1.3	0	-28	14
10	CN1C(=O)c2cc(NC(=O)c3cscn3)ccc2OC[C@@H]2O[C@H](CC(=O)N3CCOCC3)CC[C@H]21	0.2	0	-9	-3
11	Fc1ccc(NC(=S)NN=C2CCCCCC2)cc1	x	-9	-13	-20
12	CCc1c(C)sc(NC(=O)c2ccoc2C)c1C(N)=O	0.0	2	-3	-5

entry	Cneo AK release	PGC1a acetyl inh	SIRT5 block	S100A4 inh HTS
1	x	x	-1	5
2	x	x	11	4
3	-1	x	2	0
4	-3	3	-1	-3
5	-2	12	-2	-85
6	1	6	-2	0
7	-4	-5	x	x
8	-2	3	x	x
9	2	-11	14	18
10	0	5	0	2
11	9	-4	-2	-4
12	-3	x	-1	1

Continuation.
entry	SMILES	Xi reactivation	ERAP1 HTS inh	Statin myotox sup	LGR2 inh
13	CN(C)C(=O)CCc1nc2sc3c(c2c(=O)[nH]1)CCCC3	x	x	10	-8
14	CCOc1ccc(CCNC(=O)CS(=O)(=O)Cc2nc(-c3cccc(OC)c3)oc2C)cc1	0.0	-2	16	-1
15	NC(=O)c1cccnc1Nc1cccc(F)c1	0.0	7	x	-7
16	CO[C@H]1CN(C)C(=O)c2ccc(NC(=O)Nc3ccc(Cl)cc3)cc2OC[C@@H](C)N(C)C[C@H]1C	0.5	-8	-41	-10
17	O=C(O)CCCNS(=O)(=O)Cc1ccccc1	0.5	-2	2	-12
18	COC(=O)c1sc(NC(=O)c2ccc3c(c2)OCO3)c(C#N)c1C	-0.1	-18	-6	8
19	CCC(=O)N[C@H]1CC[C@@H](CC(=O)NCc2ccc(OC)cc2)O[C@@H]1CO	-0.3	-3	1	-19
20	CC(=O)c1sc(-c2ccccc2)nc1C	-0.5	5	x	-50
21	CCS(=O)(=O)NC(C)C(c1cccs1)N1CCN(c2ccc(F)cc2)CC1 (centres undefined)	0.0	2	-10	-3
22	CC(=O)Nc1c(Cl)cnn(-c2ccccc2)c1=O	-0.1	0	-13	10
23	CCCc1nc(SCc2cccnc2)c2c(=O)n(C)c(=O)n(C)c2n1	0.0	8	-1	-7
24	C[C@@H]1CN([C@@H](C)CO)C(=O)c2cc(/C=C/c3ccccc3)cnc2O[C@@H]1CN(C)C(=O)NC1CCCCC1	-1.1	1	-12	14

entry	Cneo AK release	PGC1a acetyl inh	SIRT5 block	S100A4 inh HTS
13	-2	-6	x	x
14	-1	-11	-2	2
15	x	x	3	5
16	-8	x	-2	0
17	8	3	0	1
18	-1	7	2	-3
19	-3	-5	2	7
20	x	0	-2	-2
21	-3	-7	1	-6
22	2	-21	-3	0
23	-4	-8	-4	-3
24	6	9	-10	1

Continued:
entry	SMILES	Xi reactivation	ERAP1 HTS inh	Statin myotox sup	LGR2 inh
25	CCOc1ccccc1N(C(=O)c1ccccc1Cl)C1=NC(C)(C)CS1	-0.1	-3	-4	0
26	COc1cccc(Nc2ncnc3ccc(Br)cc23)c1	0.2	17	6	13
27	CCOC(=O)CCC(=O)NCc1ccc2[nH]c(C)cc2c1	x	x	-14	-18
28	C[C@H](NC(=O)[C@@H]1N[C@@H]2c3ccc(C4=CCCC4)c(=O)n3C[C@@H]2[C@H]1CO)c1ccccc1	0.4	1	-29	2
29	O=C(c1ccc(F)cc1)N1CC[C@@H]2[C@H](CO)Nc3ccc(-c4ccccc4F)cc3[C@@H]21	-0.1	2	-22	6
30	COc1cccc(C(=O)CN2CCN(S(=O)(=O)c3cccc([N+](=O)[O-])c3)CC2)c1	0.4	-4	x	-10
31	COC(=O)c1ccc(/C=C/c2c(-c3ccsc3)oc3ccc(N4CCOCC4)cc23)cc1	0.0	1	-5	-13
32	COc1ccc(S(=O)(=O)N2CCCCCC2)cc1C(=O)N(C)CC(=O)Nc1ccc(Cl)c(Cl)c1	0.0	0	x	-7
33	CC(C)NC(=O)N(C)C[C@H]1Oc2ccc(NC(=O)Cc3ccccc3)cc2C(=O)N([C@H](C)CO)C[C@H]1C	0.1	1	5	0
34	C[C@H](CO)N1C[C@H](C)[C@H](CN(C)Cc2ccc3c(c2)OCO3)Oc2c(NC(=O)C3CCCCC3)cccc2C1=O	-0.2	0	8	5
35	COc1cc(OC)cc(C(=O)N2CCN(C(=O)c3cccs3)CC2)c1	0.1	1	0	-1
36	Cc1c(CCC(=O)O)c(=O)oc2cc(OCc3ccccc3F)ccc12	0.3	-1	-1	-8

entry	Cneo AK release	PGC1a acetyl inh	SIRT5 block	S100A4 inh HTS
25	-2	5	-1	3
26	2	x	-5	1
27	3	-6	x	x
28	54	x	3	-4
29	-7	-23	4	3
30	x	x	3	-1
31	-2	3	-2	-1
32	x	x	-2	1
33	0	4	0	-15
34	0	3	-1	-2
35	-1	x	x	-2
36	-1	-1	-40	-3

More compounds follow.
entry	SMILES	Xi reactivation	ERAP1 HTS inh	Statin myotox sup	LGR2 inh
37	CC(C)Oc1c(Br)cc(Br)cc1/C=N/NC(N)=S	0.0	x	-27	17
38	C[C@H]1CN([C@@H](C)CO)C(=O)c2cccc(NC(=O)C3CCCCC3)c2O[C@@H]1CN(C)C(=O)Nc1ccc(C(F)(F)F)cc1	0.2	4	-68	8
39	O=C(NCC1CCCO1)c1cccc(S(=O)(=O)Nc2ccccc2Cl)c1 (centres undefined)	0.1	-10	2	7
40	Cc1noc(C)c1NC(=O)Nc1ccc2c(c1)CC(=O)N([C@H](C)CO)C[C@@H](C)[C@H](CN(C)C(=O)Nc1ccccc1)O2	-0.2	2	-9	8
41	CCN(CC)CCCNc1cc(C(F)(F)F)c(C#N)c2nc3ccccc3n12	0.0	-46	-4	-8
42	O=C(Nc1ccc(F)cc1F)N1CCN(C(=O)c2ccco2)CC1	0.1	1	5	-8
43	O=C(CN1CCCCCCC1)N/N=C/c1ccc(F)c(F)c1	0.4	0	x	x
44	COc1cccc(OC)c1C(=O)Nc1cccc(-c2ccc(N3CCOCC3)nn2)c1	0.2	3	-12	7
45	C[C@H](CO)N1C[C@H](C)[C@H](CN(C)Cc2ccc(-c3ccccc3)cc2)Oc2ccc(NC(=O)CCN3CCOCC3)cc2C1=O	-0.4	0	27	-21
46	COc1ccc(S(=O)(=O)N(C)C[C@@H]2OCCCC[C@@H](C)Oc3ccc(NS(=O)(=O)c4ccc(C)cc4)cc3C(=O)N([C@@H](C)CO)C[C@@H]2C)cc1	0.0	1	11	1
47	N#C[C@H]1[C@H](c2ccccc2C2=CCCC2)[C@@H](CO)N1C(=O)NC1CCCC1	0.0	3	x	0
48	Cc1ccc(/C(O)=C2\C(=O)C(=O)N(C)C2c2cccc([N+](=O)[O-])c2)cc1 (centres undefined)	0.0	4	2	24

entry	Cneo AK release	PGC1a acetyl inh	SIRT5 block	S100A4 inh HTS
37	59	2	x	x
38	0	-1	-3	1
39	0	x	-4	-3
40	4	3	1	20
41	1	-5	-10	1
42	0	1	-2	-14
43	x	x	7	2
44	-10	x	-2	-16
45	9	12	-3	-3
46	38	2	23*	-25
47	x	-9	-5	4
48	2	-6	-4	-2

Ordered by SMILES length (ascending): some entries from above
entry	SMILES	Xi reactivation	ERAP1 HTS inh	Statin myotox sup	LGR2 inh
27	CCOC(=O)CCC(=O)NCc1ccc2[nH]c(C)cc2c1	x	x	-14	-18
36	Cc1c(CCC(=O)O)c(=O)oc2cc(OCc3ccccc3F)ccc12	0.3	-1	-1	-8
23	CCCc1nc(SCc2cccnc2)c2c(=O)n(C)c(=O)n(C)c2n1	0.0	8	-1	-7
7	Cc1ccc(S(=O)(=O)N2CCCCC2)cc1NC(=O)CSc1ccc2c(c1)OCCO2	0.6	x	x	-24
34	C[C@H](CO)N1C[C@H](C)[C@H](CN(C)Cc2ccc3c(c2)OCO3)Oc2c(NC(=O)C3CCCCC3)cccc2C1=O	-0.2	0	8	5
46	COc1ccc(S(=O)(=O)N(C)C[C@@H]2OCCCC[C@@H](C)Oc3ccc(NS(=O)(=O)c4ccc(C)cc4)cc3C(=O)N([C@@H](C)CO)C[C@@H]2C)cc1	0.0	1	11	1

entry	Cneo AK release	PGC1a acetyl inh	SIRT5 block	S100A4 inh HTS
27	3	-6	x	x
36	-1	-1	-40	-3
23	-4	-8	-4	-3
7	-4	-5	x	x
34	0	3	-1	-2
46	38	2	23*	-25

Next section.
entry	SMILES	Xi reactivation	ERAP1 HTS inh	Statin myotox sup	LGR2 inh
49	COc1ccc(-c2nc3ccccc3c(=O)n2CCOc2c(C)cccc2C)cc1	0.3	0	-13	-4
50	COC(=O)C(NC(=O)C(NC(=O)C1CCC(C)CC1)C(C)C)C(C)C (centres undefined)	0.0	0	2	2
51	C/C(=N\Nc1nc(C)cc(=O)[nH]1)C1CC1	0.3	11	x	0
52	O=C(CSc1nnc(COc2ccc(Cl)cc2)o1)Nc1nccs1	0.0	3	1	-13
53	COc1ccc(NC(=O)N(C)C[C@@H]2OCCCC[C@@H](C)Oc3ccc(NC(=O)Nc4cccc5ccccc45)cc3C(=O)N([C@H](C)CO)C[C@@H]2C)cc1	-0.8	x	x	0
54	COCCN(C[C@H]1N[C@H](CO)[C@H]1c1ccc(-c2ccc(F)cc2)cc1)C(C)=O	0.5	-4	9	-4
55	COc1ccc(C(NC(=O)C2CCN(Cc3cc(OC)cc(OC)c3)CC2)c2ccccn2)cc1 (centres undefined)	-0.1	2	12	-5

entry	Cneo AK release	PGC1a acetyl inh	SIRT5 block	S100A4 inh HTS
49	x	7	1	6
50	-1	8	-2	-2
51	-1	u	-2	-5
52	1	4	-2	0
53	1	-3	x	x
54	50	0	9	6
55	3	-17	x	-7
